ATG4B inh = ATG4B protease inhibitors, primary screen, biochemical, fluorescence, uHTS; Cysteine protease ATG4B (Homo sapiens), Q9Y4P1; AID 504462, 2011; inhibition, % at 8.33 µM; ATG4B cleavage of LC3-PLA2, NBD-HPC fluorescence, 1 h; hit rate 0.51% among 340,000; in the data active = inhibition above about 40%
Target sequence (Q9Y4P1 whole entry, looked up): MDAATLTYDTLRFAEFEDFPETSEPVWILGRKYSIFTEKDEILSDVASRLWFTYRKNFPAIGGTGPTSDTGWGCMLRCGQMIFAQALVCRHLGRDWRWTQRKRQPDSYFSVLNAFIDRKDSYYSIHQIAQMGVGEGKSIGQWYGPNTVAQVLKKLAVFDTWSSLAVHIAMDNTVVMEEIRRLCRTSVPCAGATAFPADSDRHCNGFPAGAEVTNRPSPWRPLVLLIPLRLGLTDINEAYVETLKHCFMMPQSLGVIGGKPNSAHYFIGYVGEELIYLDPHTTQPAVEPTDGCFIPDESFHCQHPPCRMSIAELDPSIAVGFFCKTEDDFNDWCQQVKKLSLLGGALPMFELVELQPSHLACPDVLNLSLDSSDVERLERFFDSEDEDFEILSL
mIAP inh = inhibitors of mouse IAP, primary screen, biochemical, luminescence, uHTS | purified mouse IAP, CDP-Star luminescence, 30 min | inhibition, % at 10 µM | hit rate 0.2% among 330,000;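 active = inhibition of at least 40% at 10 µM in the primary screen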;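 also: plate controls were DMSO with enzyme for no effect and no enzyme wells for full effect; values of inactives mirror those of a sister screen read the other way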
hIAP act = human IAP activators, primary screen, biochemical, luminescence, uHTS. Intestinal-type alkaline phosphatase (Homo sapiens), P09923. purified human IAP, CDP-Star luminescence, 30 min; stronger effect = higher value; 1 = vehicle-only enzyme, 0 = enzyme-free background. AID 2524, 2010. hit rate 0.16% among 330,000. activation factor at 10 µM;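 active = activation factor of the enzyme at least 2-fold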; also: the source names both 10 and 20 µM as test concentration; values of inactives mirror those of a sister screen read the other way
Target sequence (P09923 whole entry, looked up): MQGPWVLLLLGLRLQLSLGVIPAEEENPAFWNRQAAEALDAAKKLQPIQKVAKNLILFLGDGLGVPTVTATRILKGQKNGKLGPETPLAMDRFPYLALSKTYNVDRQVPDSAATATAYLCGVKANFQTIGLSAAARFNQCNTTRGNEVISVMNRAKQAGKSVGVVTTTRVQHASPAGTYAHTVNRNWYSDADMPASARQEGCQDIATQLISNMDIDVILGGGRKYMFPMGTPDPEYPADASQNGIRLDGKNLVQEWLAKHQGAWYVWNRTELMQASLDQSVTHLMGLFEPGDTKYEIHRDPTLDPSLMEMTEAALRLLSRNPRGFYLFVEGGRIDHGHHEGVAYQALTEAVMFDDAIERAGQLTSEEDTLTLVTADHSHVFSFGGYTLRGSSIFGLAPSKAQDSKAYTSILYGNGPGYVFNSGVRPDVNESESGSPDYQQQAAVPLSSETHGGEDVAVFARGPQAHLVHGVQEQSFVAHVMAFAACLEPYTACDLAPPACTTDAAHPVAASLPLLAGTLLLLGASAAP
hIAP inh = human IAP inhibitors, primary screen, biochemical, luminescence, uHTS; Intestinal-type alkaline phosphatase (Homo sapiens), P09923; purified IAP, CDP-Star luminescence, 30 min; hit rate 0.12% among 330,000; AID 2544, 2010; inhibition, % at 10 µM;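 active = inhibition reaching a set limit with compound at 10 µM in the primary screen, cut at about 35% in these data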;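 also: plate controls were DMSO wells with enzyme for no effect and no-enzyme buffer wells for full effect; values of inactives mirror those of a sister screen read the other way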
beta cell repl = inducers of MIN6 beta-cell proliferation, primary screen, ATP luminescence, uHTS. MIN6 cells proliferation, ATPlite luminescence, 48 h; cells starved in 0.2% serum; 100% = growth in 10% serum. proliferation, % at 10 µM. hit rate 0.29% among 330,000;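 active = compounds whose signal lies at least 3.5 SD above the mean of all wells on their plate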;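 also: 0% = DMSO-treated cells in low-serum medium and 100% = 10% serum control; some compounds called inactive have numbers as strong as hits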
MPTP inh = mitochondrial permeability transition pore inhibitors, primary screen, biochemical, isolated mouse mitochondria, absorbance; Ca2+ swelling absorbance, 30 min; inhibition, % at 10 µM; hit rate 1.4% among 360,000;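 active = inhibition of 50% or more, scaled per plate between neutral and stimulator controls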;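 also: 0% = DMSO wells given calcium and 100% = 1 mM EGTA wells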
mIAP activ = activators of mouse IAP, primary screen, biochemical, luminescence, uHTS; intestinal alkaline phosphatase [Mus musculus]; muIAP, CDP-Star luminescence, 30 min; stronger effect = higher value; 1 = vehicle-only enzyme signal, 0 = enzyme-free wells; activation factor at 10 µM; hit rate 0.24% among 330,000; AID 2805, 2010;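 active = activation factor of at least 2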; also: the source names both 10 and 20 µM as test concentration; values of inactives mirror those of a sister screen read the other way
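also added = chemiluminescent substrate CDP-Star | test system = mouse IAP enzyme | signal = chemiluminescence readout | compound = DMSO-dissolved test compounds | incubation = 30 min at room temperature | benchmarks = DMSO wells, no-enzyme wells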
A3G deaminase = APOBEC3G DNA deaminase inhibitors, primary screen, biochemical, fluorescence, single-stranded DNA substrate, uHTS. recombinant A3G, ssDNA deamination FAM/TAMRA fluorescence. hit rate 0.28% among 330,000. inhibition, % at 20 µM. DNA dC->dU-editing enzyme APOBEC-3G (Homo sapiens), Q9HC16;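 active = inhibition of at least 40% at 20 µM, with no more than 30% in the related APOBEC3A deaminase screen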;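 also: plate controls were DMSO wells with A3G for no effect and wells lacking A3G enzyme for full effect; some compounds called inactive have numbers as strong as hits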
APOBEC3A inh = APOBEC3A ssDNA deaminase inhibitors, primary screen, selectivity assay for APOBEC3G inhibitor project, biochemical, FAM/TAMRA oligo cleavage fluorescence; DNA dC->dU-editing enzyme APOBEC-3A (Homo sapiens), P31941; recombinant A3A, FAM/TAMRA ssDNA deamination fluorescence; inhibition, % at 20 µM; hit rate 0.41% among 330,000;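 active = at least 40% inhibition at 20 µM here, with at most 30% in a related deaminase screen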;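 also: plate controls were A3A with DMSO for no effect and wells lacking A3A enzyme for full effect; some results filed as inactive read as strong as hits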
Target sequence (P31941 whole entry, looked up): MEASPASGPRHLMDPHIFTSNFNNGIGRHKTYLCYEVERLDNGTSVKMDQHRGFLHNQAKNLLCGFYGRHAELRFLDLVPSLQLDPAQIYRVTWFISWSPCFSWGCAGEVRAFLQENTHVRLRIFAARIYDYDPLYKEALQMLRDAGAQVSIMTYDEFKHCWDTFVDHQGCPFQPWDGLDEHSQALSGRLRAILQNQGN
Starred values were filed as active, the others as inactive.

SMILES	ATG4B inh	mIAP inh	hIAP act	hIAP inh	beta cell repl	MPTP inh	mIAP activ	A3G deaminase	APOBEC3A inh
COc1ccc(C2(CNC(=O)c3cccc([N+](=O)[O-])c3)CCOCC2)cc1	3.6	10.3	0.93	7.0	0.0	0.2	0.897	-5.0	-2.2
Cn1c(SCC(=O)Nc2ccc(Br)cc2F)nnc1-c1ccco1	-3.8	4.1	1.01	-0.7	-3.6	-0.7	0.959	-4.5	8.0
COC(=O)C1[C@H]2C(=O)N(Cc3cccs3)C[C@]23C=C[C@H]1O3 (some centres undefined)	9.0	-0.7	1.38	-38.2	-3.2	-2.7	1.01	-0.5	1.8
Cc1cc(-c2c(C)[nH]n(-c3ccccc3)c2=O)n[nH]1	4.1	12.6	1.07	-7.4	1.4	-1.6	0.874	-4.3	-4.5
COC(=O)c1nc2ccccn2c1F	-3.7	-7.4	1.23	-23.1	-1.5	-1.6	1.07	-12.8	-1.6
Nn1c(Cc2ccccc2F)nnc1SCC(=O)Nc1cccc(S(=O)(=O)NC2=NCCCCC2)c1	-7.9	-7.5	1.07	-7.1	1.6	-1.3	1.07	-9.2	-0.2
Cc1ccc(N2CC(C(=O)NCc3n[nH]c(=O)c4ccccc34)CC2=O)cc1 (centres undefined)	0.4	2.6	0.975	2.5	4.7	-0.4	0.974	-11.4	-1.2
CC(C)(C)NC(=O)C(c1ccccn1)N(C(=O)C1CSC(=O)C1)c1ccc(F)cc1 (centres undefined)	-5.8	8.3	1	-0.2	-0.9	0.3	0.917	-6.3	-1.8
CC1CCc2[nH]c3ccc(C(=O)N(C)CC(=O)Nc4ccccc4Br)cc3c2C1 (centres undefined)	0.2	-27.7	1.07	-7.4	-5.5	-0.8	1.28	-2.3	0.5
Cc1ccc(Nc2ncnc(N)n2)cc1C	1.6	1.8	0.916	8.4	0.6	-1.1	0.982	-1.4	-1.9
CCOC(=O)C1CC=C(Cl)CC1C(=O)Nc1nccs1 (centres undefined)	1.1	2.9	1.11	-11.4	1.5	-1.0	0.971	0.7	1.3
CSc1ncc(C(=O)O)n1-c1ccc(F)cc1	-12.0	-6.9	1.04	-4.0	-1.6	-0.6	1.07	-3.4	-3.1
Cc1cccc(N2C(=O)CC(N(O)c3ccccc3)C2=O)c1 (centres undefined)	-11.1	-5.2	1.05	-4.9	-4.2	0.5	1.05	0.9	1.7
Cc1nc(CSc2nsc(C)c2C#N)cs1	-3.8	4.4	0.957	4.3	-1.0	1.7	0.956	-3.2	-2.1
O=C(NC(Cc1ccccc1)C(=O)O)C1CCN(S(=O)(=O)c2ccccc2C(F)(F)F)CC1 (centres undefined)	-4.5	-2.0	1.11	-10.6	-2.3	1.1	1.02	-2.0	-1.4
COc1ccc(C2=NOC(C(=O)NC3CCCCC3)C2)cc1OC (centres undefined)	-5.0	4.1	0.89	11.0	-2.0	-1.6	0.959	-8.1	1.1
O=C(NCc1ccc(F)cc1)c1cccs1	-0.1	-0.5	1.04	-4.5	0.3	-0.3	1	-3.1	2.1
Cc1ccc(S(=O)(=O)N2CCCCC2)c(C)c1NS(C)(=O)=O	-6.9	5.8	1	-0.3	-4.3	-1.3	0.942	-4.4	-3.4
Cc1nnsc1C(=O)N1CCN(c2ccc(F)cc2)CC1	-6.1	-0.5	1.04	-4.4	-1.6	0.6	1	-1.1	0.4
CC(C)N1C(=O)N(c2ccc(Cl)cc2)C(C)(O)CC1(C)C (centres undefined)	-2.1	3.0	0.989	1.0	-1.0	-0.2	0.97	-3.2	0.6
CC(=O)N1CN(C2CC(C)(C)NC(C)(C)C2)Cc2c1sc1c2CCCC1	-5.6	-0.5	1.01	-1.0	0.7	2.0	1	-7.0	-5.9
O=C(Nc1nc(-c2ccccc2)cs1)c1ccc(Br)o1	26.7	-6.6	1.13	-13.4	-3.6	81.5*	1.07	-1.2	-1.4
NS(=O)(=O)c1ccc(CNC(=S)NC(=O)c2ccco2)cc1	0.9	-1.5	1.07	-6.7	-3.4	-0.5	1.01	-2.6	-2.0
CCCn1c(C)c(C(=O)OCC)c(O)c(-c2ccccc2)c1=O	-9.4	2.3	1.15	-15.3	-0.9	-0.8	0.977	-7.7	-3.8
Cc1ccc(CN2CCN(/N=C\C(Br)=C\c3ccccc3)CC2)cc1	-3.2	3.0	0.977	2.3	-5.7	1.5	0.97	-0.6	-2.0
(cont.)
SMILES	ATG4B inh	mIAP inh	hIAP act	hIAP inh	beta cell repl	MPTP inh	mIAP activ	A3G deaminase	APOBEC3A inh
C=CCn1c(N)cc(=O)nc1SCC(=O)Nc1ccc(C(=O)OCC)cc1	1.0	-4.4	1.02	-2.5	3.0	-0.4	1.04	-7.9	-0.8
COc1ccc(C(NC(=O)CC(C)C)c2c(O)ccc3ccccc23)cc1 (centres undefined)	-3.3	-0.4	1	-0.3	-1.8	2.5	1	-5.9	-4.0
CC1CC(=O)N(c2ccc(N(C)Cc3ccccc3)c([N+](=O)[O-])c2)C1=O (centres undefined)	-5.1	3.3	0.927	7.3	-0.2	1.4	0.967	0.5	1.1
COC(=O)Cn1nc(-c2ccc(C)cc2)c2ccccc2c1=O	-11.3	-5.4	1.05	-5.3	-1.4	0.0	1.05	-5.3	-1.6
COc1ccc2oc(C(=O)OCC(=O)N(C)c3ccccc3)c(C)c2c1	-13.6	0.5	1.02	-2.1	0.6	-0.1	0.995	-8.2	0.9
Brc1ccc(-c2nc3ccccc3s2)s1	-6.6	-2.6	0.974	2.6	-1.8	-0.4	1.03	-3.5	3.1
O=C(Nc1cc(C(F)(F)F)ccc1Cl)C(=O)N1CCCCC1	-3.7	-5.5	0.892	10.8	0.0	1.1	1.05	-0.5	4.0
CC(C)(C)C(=O)NC(=S)N1CCOCC1	-5.2	-1.9	0.969	3.1	0.5	9.8	1.02	3.0	-1.5
Cn1nccc1C(=O)N1CCCC(C(=O)c2ccc(Oc3ccccc3)cc2)C1 (centres undefined)	-1.0	-7.6	1.1	-10.2	-2.7	2.4	1.08	1.1	4.3
CC(C)(C)c1ccc(S(=O)(=O)CC(O)CSc2nc3c(cc2C#N)CCCC3)cc1 (centres undefined)	5.7	-8.7	0.962	3.8	0.0	-2.2	1.09	2.4	0.4
N#Cc1ccsc1NC(=O)CN1CCN(c2ccc(O)cc2)CC1	6.7	3.9	0.925	7.5	-4.8	-0.1	0.961	8.8	1.8
CCOc1ccc(NC(=S)Nc2cccc3ccccc23)cc1	-1.4	-3.8	0.964	3.6	-6.2	1.1	1.04	3.1	-3.3
O=S(=O)(Nc1cccc(-c2ccc3nncn3n2)c1)c1ccccc1F	3.4	1.0	1.02	-2.1	-1.3	-0.6	0.99	-2.8	-3.5
Cc1ccc(-c2nnc(NCc3nc4ccccc4[nH]3)c3ccccc23)cc1S(=O)(=O)N1CCCCC1	-7.0	4.7	1.17	-17.1	-2.6	-0.1	0.953	-5.5	-2.1
Cc1cccc(N2CCN(C(=O)C3CCCN(S(=O)(=O)c4cnc[nH]4)C3)CC2C)c1 (centres undefined)	-1.4	-1.8	1	-0.4	-3.8	-1.1	1.02	-3.2	6.4
COc1ccc2[nH]c(=O)c(CN(Cc3ccco3)Cc3nnnn3Cc3ccccc3)cc2c1	2.0	0.9	1.22	-22.3	-0.7	-1.5	0.991	3.6	9.8
Cc1ccc(-n2cc(CN3CCNC(=O)CC3)c(-c3cccc(C)c3)n2)cc1	-7.1	11.1	0.987	1.3	0.2	-0.9	0.889	-6.0	2.4
Cc1cc(C)cc(C(=O)N2CCC3(CC2)NCCc2[nH]cnc23)c1	-3.1	2.3	1.16	-15.7	-2.5	-1.4	0.977	-4.7	-7.9
COc1ccc(CN(C)C(=O)c2cc(-c3ccccc3)nc3ccc(C)cc23)c(OC)c1OC	-7.3	11.9	1.03	-3.0	-3.1	-0.8	0.881	0.2	5.5
C=CCN(C(=O)CCc1ccccc1OC)c1nc(-c2ccc(S(C)(=O)=O)cc2)cs1	-10.2	8.9	0.925	7.5	-0.6	2.0	0.911	-8.4	-2.3
O=S1(=O)c2cccc3cccc(c23)N1Cc1ccc(-c2nnco2)cc1	-25.1	6.3	0.827	17.3	-1.1	-0.8	0.937	-5.4	-1.9
COc1ccc(C(=O)NCc2ccccc2)cc1Br	-4.0	-19.3	1.12	-12.1	0.4	0.1	1.19	-7.5	-4.2
COc1ccc(C(=O)Nc2ccccc2C(=O)O)cc1Cl	2.3	-2.0	0.947	5.3	-4.0	-1.0	1.02	-0.5	0.8
CN(C)S(=O)(=O)c1ccc2c(c1)nc(CCC(=O)NCC1CCCCC1)n2C	-5.5	15.0	1.1	-10.1	-0.2	0.2	0.85	-4.8	-3.8
COC(=O)c1ccc(CSc2ncnc3sc(C)c(C)c23)o1	1.8	14.7	0.914	8.6	-1.9	1.3	0.853	6.2	5.7

Profiles, quoted from the list. Order of values: ATG4B inh | mIAP inh | hIAP act | hIAP inh | beta cell repl | MPTP inh | mIAP activ | A3G deaminase | APOBEC3A inh
`O=S(=O)(Nc1cccc(-c2ccc3nncn3n2)c1)c1ccccc1F` is listed as 3.4 | 1.0 | 1.02 | -2.1 | -1.3 | -0.6 | 0.99 | -2.8 | -3.5
`N#Cc1ccsc1NC(=O)CN1CCN(c2ccc(O)cc2)CC1` is listed as 6.7 | 3.9 | 0.925 | 7.5 | -4.8 | -0.1 | 0.961 | 8.8 | 1.8

Grouped by structure: the compounds so far containing a COOH group
SMILES	ATG4B inh	mIAP inh	hIAP act	hIAP inh	beta cell repl	MPTP inh	mIAP activ	A3G deaminase	APOBEC3A inh
CSc1ncc(C(=O)O)n1-c1ccc(F)cc1	-12.0	-6.9	1.04	-4.0	-1.6	-0.6	1.07	-3.4	-3.1
O=C(NC(Cc1ccccc1)C(=O)O)C1CCN(S(=O)(=O)c2ccccc2C(F)(F)F)CC1 (centres undefined)	-4.5	-2.0	1.11	-10.6	-2.3	1.1	1.02	-2.0	-1.4
COc1ccc(C(=O)Nc2ccccc2C(=O)O)cc1Cl	2.3	-2.0	0.947	5.3	-4.0	-1.0	1.02	-0.5	0.8

New compounds follow:
SMILES	ATG4B inh	mIAP inh	hIAP act	hIAP inh	beta cell repl	MPTP inh	mIAP activ	A3G deaminase	APOBEC3A inh
COC(=O)c1ccc(CNC(=O)C2CCC(=O)N(CCCc3ccccc3)C2)cc1 (centres undefined)	-2.5	-9.7	1.02	-2.5	1.1	-0.4	1.1	-9.1	-6.4
O=C(COC(=O)Cc1ccccc1F)NCCc1ccccc1	-3.1	-3.2	0.994	0.6	3.3	-0.1	1.03	-7.8	-2.3
C[N+]1(CCCCCCC(=O)/C=N/O)CCCCCC1	-12.0	-6.3	1.24	-23.8	-0.7	0.6	1.06	27.5	42.5*
O=C(CSc1nc(O)c(C2CCCCC2)c(=O)[nH]1)Nc1ccccc1Cl	0.3	5.5	0.85	15.0	1.7	-0.5	0.945	-7.5	-6.2
CN1CCN(S(=O)(=O)c2cccc(C(=O)Nc3ccccc3N3CCOCC3)c2)CC1	3.1	-0.1	0.989	1.1	-2.3	-1.2	1	0.9	10.3
C=CCN1C(=O)/C(=C\C(C)=C\c2ccccc2)SC1=S	2.9	15.4	0.859	14.1	0.6	0.3	0.846	-7.1	-5.3

Assay outcomes (PubChem BioAssay)
